14-3-3g Raf – modulators of 14-3-3 gamma protein binding, primary screen, biochemical, fluorescence polarization. inhibition, % at 40 µM. 160,000 compounds, 0.19% hits. FP, 14-3-3gamma / TMR-pS259-Raf peptide binding. AID 422, 2006. 14-3-3 protein gamma (Homo sapiens), P61981; in the data active means inhibition above about 30%;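 further: 0% = protein plus tracer without compound and 100% = blank with tracer alone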
Target sequence (P61981 whole entry, looked up): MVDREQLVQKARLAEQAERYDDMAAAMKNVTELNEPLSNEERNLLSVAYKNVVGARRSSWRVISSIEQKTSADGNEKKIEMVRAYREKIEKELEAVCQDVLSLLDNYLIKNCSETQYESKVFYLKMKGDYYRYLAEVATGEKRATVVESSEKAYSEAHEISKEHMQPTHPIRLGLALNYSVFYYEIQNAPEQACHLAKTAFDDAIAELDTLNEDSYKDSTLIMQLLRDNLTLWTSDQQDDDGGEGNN
Active calls of the source: *; & = joins results of further samples. Only part of the results is shown, so the mix of outcomes need not match the whole.

canonical_smiles | 14-3-3g Raf
COc1ccc(-c2cc(C(=O)NCc3ccccc3)c3cc(C(C)C)ccc3n2)cc1 | -58
Nc1nc(OCC(F)(F)F)cc(Oc2ccccc2F)n1 | -4
N#Cc1c(NC(=O)CCCC(=O)O)sc2c1CCCC2 | -5
CCOc1ccccc1CN1CCN(S(C)(=O)=O)CC1 | 0
COc1ccc(-c2cc(C(F)(F)F)nc(-n3ccc([N+](=O)[O-])n3)n2)cc1 | -6
O=C(CSc1ncnc2sc3c(c12)CCCC3)Nc1ccc(Cl)c(C(F)(F)F)c1 | -21
CSc1ccc(C2C(C(=O)Nc3cccc(F)c3)=C(C)NC3=C2C(=O)CC(C)(C)C3)cc1 (stereo not drawn) | -6
Cc1ccc2cc3cc(C(=O)NCCCN4CCc5ccccc5C4)sc3nc2c1 | -24
CCN(CC)C(c1ccc(C)cc1)c1nnnn1C1CCCCC1 (stereo not drawn) | -2
O=C(CCN1CCC(c2ccccc2)C1)c1cccs1 (stereo not drawn) | -9
CCc1ccc(NC(=NS(=O)(=O)c2ccc(C)cc2)Nc2nc(C)cc(C)n2)cc1 | 2
CN1C(=O)c2ccccc2C(C(=O)N2CCOCC2)C1c1cccs1 (stereo not drawn) | -2

3 entries from above, arranged by length of the SMILES, low to high.
canonical_smiles | 14-3-3g Raf
O=C(CCN1CCC(c2ccccc2)C1)c1cccs1 (stereo not drawn) | -9
CCOc1ccccc1CN1CCN(S(C)(=O)=O)CC1 | 0
CSc1ccc(C2C(C(=O)Nc3cccc(F)c3)=C(C)NC3=C2C(=O)CC(C)(C)C3)cc1 (stereo not drawn) | -6

Further structures
canonical_smiles | 14-3-3g Raf
CCOc1cc(C(=O)Nc2ccc(S(=O)(=O)N3CCOCC3)cc2)cc(OCC)c1OCC | -6
COc1ccccc1NC(=O)c1ccccc1[N+](=O)[O-] | 16
CC1=C(C(=O)Nc2ccccc2C(F)(F)F)C(c2ccc(N(C)C)cc2)C2=C(CC(c3ccccc3)CC2=O)N1 (stereo not drawn) | -11
COC(=O)c1cc(C(=O)OC)cc(N2C(=O)c3cccc(N)c3C2=O)c1 | -8
Cc1nc(C)c2c(=O)cc(-c3ccccc3)[nH]c2n1 | -3
O=C(CSc1nnc(CNC(=O)c2c(F)cccc2Cl)o1)Nc1ccc2c(c1)OCCO2 | -4
COc1ccc(NC2CC(=O)N(C)C2=O)cc1 (stereo not drawn) | 4
Cc1nc(C(=O)Nc2ccc3nsnc3c2)cc2c1[nH]c1ccccc12 | -83
CCOc1ccc(CNC(=O)CCn2c(=O)oc3ccccc32)cc1 | -1
Fc1ccc(OCCOCCNCC2CCCO2)cc1 (stereo not drawn) | 0
Cc1cc(C)c2nc(N=C(N)N)nc(C)c2c1 | -7
C=CCn1c(SCCN2CCOCC2)nc2c1c(=O)[nH]c(=O)n2C | -1
CCCCN(Cc1ccccc1)S(=O)(=O)c1ccc2c(c1)CCN2C(=O)C1CCC1 | -3
CC(C)C(=O)Nc1ccc(-c2nc3ncccc3o2)cc1 | 2
O=S(=O)(NC1CC1)c1ccc(S(=O)(=O)N2CCCc3ccccc32)cc1 | 0
Nc1cccc(C(=O)CC2(O)C(=O)N(Cc3cccc4ccccc34)c3ccccc32)c1 (stereo not drawn) | -14
Cc1cccc(-n2ncc(C#N)c2N)c1 | 0
O=C(NC(c1cccs1)c1ccc2cccnc2c1O)C1CCCCC1 (stereo not drawn) | -2
CCn1c(=N)n(CCOc2ccc(Br)cc2)c2ccccc21 | 2
COc1cccc(NC(=O)c2ccc(S(=O)(=O)N3CCCCC3)cc2)c1 | 1
Cc1ccc(CN2C3=C(C(=O)CC(C)(C)C3)C(c3cccc(F)c3)C3=C2CC(C)(C)CC3=O)cc1 | -6
Cc1cc(C(=O)OCCO)c(C#N)c(N)n1 | -4
CCOC(=O)C1=C(N)N(c2ccc(S(N)(=O)=O)cc2)C2=C(C(=O)CCC2)C1c1ccc(SC)cc1 (stereo not drawn) | 1
CCN(CC)CCNC(=O)CN1N=C(c2ccc(Cl)cc2)CCC1=O | -3
CC(=N/O)/C(=N\O)c1ccc(C)o1 | -1
CC1=CCC2CC1C(c1ccccc1)OC2(C)C (stereo not drawn) | -11
O=c1[nH]c2ccc(NCc3ccc(F)cc3)cc2[nH]1 | -3
COc1ccc(N2CCN(C(=O)CNS(=O)(=O)c3ccc(Br)s3)CC2)cc1 | -5
COc1cccc(C(=O)Nc2cc(=O)n(C)c(=O)n2C)c1 | -6
CC(C)Cn1[nH]c2c3c(ccc2c1=O)C(=O)c1ccccc1C3=O | -21
COc1ccc(OC)c(C(=O)CN2CCN(S(=O)(=O)c3ccc(Br)cc3)CC2)c1 | 4&-20
Cn1c2ccc(F)cc2c2ncn(CCN3CCOCC3)c(=O)c21 | -2
O=S(=O)(Nc1ccccc1Cl)c1ccccc1 | 1
CC(=O)N1CCc2cc(S(=O)(=O)NC(C(=O)N3CC(C)CC(C)C3)C(C)C)ccc21 (stereo not drawn) | -7
CC(=O)N1CCN(CC(O)Cn2c3ccccc3c3ccccc32)CC1 (stereo not drawn) | -2
Cc1ccc(S(=O)(=O)Nc2ccc(Br)cc2C(NCC(=O)O)c2ccccc2)cc1 (stereo not drawn) | 0
COc1cccc2sc(=NC(=O)c3ccc(S(=O)(=O)N4CC(C)CC(C)C4)cc3)n(C)c12 (stereo not drawn) | 2
O=S(=O)(NCC12CC3CC(CC(C3)C1)C2)c1cccc2nsnc12 | -2
COC(=O)C1=CN(Cc2ccc(F)cc2)C=C(C(=O)OC)C1c1cc(OC)c(O)c([N+](=O)[O-])c1 | -5
Cc1c(C(=O)NCc2ccccn2)oc2ccc(S(=O)(=O)N3CCOCC3)cc12 | 129*
COC(=O)c1ccccc1NC(=O)c1cnn2c(C(F)(F)F)cc(-c3ccccc3)nc12 | 2
CCCOc1ccccc1N1C(=O)CC(Nc2ccccc2)C1=O (stereo not drawn) | -1
COc1ccc(CNC(=O)C(C)N(Cc2ccco2)C(=O)c2snc(C(N)=O)c2N)cc1 (stereo not drawn) | -5
Cc1cc(C(C)(C)C)cc(S(N)(=O)=O)c1C | -2
CCSc1nnc(NC(=O)c2ccc(OC)c([N+](=O)[O-])c2)s1 | -3
CCC(=O)N1CCc2cc(Br)cc(S(=O)(=O)N3CCCC(C(=O)Nc4ccc(OC)c(Cl)c4)C3)c21 (stereo not drawn) | -20
O=C1CCCN2N=C(SCc3ccc(F)cc3)SC2=N1 | -3
CSc1nc2sc3c(c2c(=O)n1-c1ccc(Br)cc1)CC(C)(C)OC3 | 6
c1ccc(-c2nnc3sc(Cc4cccs4)nn23)cc1 | -25
CCCCNC(=O)c1cc2cc3ccc(OC)cc3nc2o1 | 14
O=C(NCc1ccc(Cl)cc1)c1cc2ccccc2c(=O)o1 | 3
Cc1c(Cl)cccc1N=c1c([N+](=O)[O-])nn(-c2ccc3c(c2)OCCO3)n1O | -7
Fc1ccc(CNc2ncnc3c2c(-c2ccccc2)cn3-c2ccc(F)cc2)cc1 | 3
CCOC(=O)c1cccc(N(Cc2ccccc2)S(=O)(=O)c2ccc(F)c(C)c2)c1C | 5
C=CCn1c(Cc2cccs2)nnc1SCC(=O)Nc1cccc(OC)c1 | -3
CC(=O)Nc1ccc(C)cc1NC(C)=O | 5
CCOC(=O)c1c(NC(=O)c2ccc(C)cc2)sc(C(=O)Nc2cccc(Cl)c2)c1C | -1
Cc1cccc(C(=O)Nc2sc3c(c2C(=O)N2CCN(Cc4ccccc4)CC2)CCC(C)C3)c1 (stereo not drawn) | 3
CCc1nnc(NC(=O)CSc2nc(C)c3c(c2C#N)CCCC3)s1 | -4
O=C(Nc1ccon1)c1ccc2c(c1)OCO2 | -8

(more compounds)
canonical_smiles | 14-3-3g Raf
CCOC(=O)C1CCCN(C(=O)c2nn(-c3ccccc3OC)c(=O)c3ccccc23)C1 (stereo not drawn) | 4
COC(=O)c1ccccc1NC(=O)c1ccco1 | -12
CC1(C)NC(=O)c2ccccc2O1 | 0
CCN(C(=O)Cn1ncc2c(=O)oc3ccccc3c21)c1cc(Cl)ccc1OC | -9
Cc1cccc(Oc2ccc(C#N)c(C#N)c2)c1C | -6
CC(=O)Nc1nc(C)c(-c2csc(NCc3ccccc3)n2)s1 | -12
COc1ccccc1NC(=O)c1sc2ncn(Cc3ccc(C(C)(C)C)cc3)c(=O)c2c1C | -13
COc1ccc(CNS(=O)(=O)c2ccc3c(c2)CC(C)N3C(C)=O)cc1 (stereo not drawn) | -1
COc1ccc([N+](=O)[O-])cc1NC(=O)c1cccc(C(=O)Nc2cc([N+](=O)[O-])ccc2OC)c1 | -19
O=C(Nc1ccc(S(=O)(=O)Nc2cnc3ccccc3n2)cc1)c1ccc(Br)cc1 | -10
O=C1COc2ccc(Cl)cc2N1 | -7
O=C(CN(c1cc(C(F)(F)F)ccc1Cl)S(=O)(=O)c1ccccc1)NCc1cccnc1 | 5
CC(c1nnc(SCC(=O)NC(=O)NCc2ccco2)n1-c1ccc(Cl)cc1)N(C)C (stereo not drawn) | -7
CCOCCCNc1nc2c(c(=O)[nH]c(=O)n2C)n1CCCc1ccccc1 | -2
O=C1C(=O)N(Cc2cccnc2)C(c2ccccn2)/C1=C(/O)c1ccc(Br)cc1 (stereo not drawn) | 17
CC(C)c1cccc(C(C)C)c1NC(=O)C(C(C)C)N1C(=O)c2ccccc2C1=O (stereo not drawn) | 3
CC(=O)NC1=NC2(O)c3ccccc3C(O)C2(O)N1 (stereo not drawn) | -9
CCOC(=O)CSCC(=O)Nc1ccc([N+](=O)[O-])cc1OC | -14
OCCNc1nc(-c2ccccc2Cl)nc2ccccc12 | -7
Cc1cccc(NC(=O)CSc2n[nH]c(-c3ccncc3)n2)c1 | -5
Cc1nn(Cc2nc(-c3cccs3)no2)c(C)c1Br | -4
Cc1cc(C)cc(NC(=O)C(=O)NC(C)c2ccccc2)c1 (stereo not drawn) | 2
COc1cc(NS(=O)(=O)c2ccc(C)cc2)ccc1-n1cnnn1 | 3
COc1ccc(C2NC(=O)NC(C)=C2C(=O)Nc2ccc(C)c(Cl)c2)cc1 (stereo not drawn) | -6
CN(C)CCCOC(=O)CCc1ccccc1 | -2
C=CCOc1ccc2ccccc2c1CNc1ncn[nH]1 | -5
COc1ccccc1C(=O)Oc1c(S(=O)(=O)c2ccc(C)cc2)c(C)nn1-c1ccccc1 | 5
CC(C)C(C(=O)OCC(=O)c1ccc2c(c1)NC(=O)CO2)N1C(=O)c2ccccc2C1=O (stereo not drawn) | 1
COc1cccc(CNC(=O)c2cc(=O)[nH]c3ccc(S(=O)(=O)N4CCCCC4)cc23)c1 | -1
CCC(=O)NCCSc1c(-c2ccc(Br)cc2)[nH]c2ccccc12 | -4
COC(=O)C1=C(C)NC2=C(C(=O)c3ccccc32)C1c1cc(OC)c(OC)cc1Br (stereo not drawn) | -75
COc1ccc(C2CC(c3cc(OC)c(OC)c(OC)c3)n3ncnc3N2)cc1 (stereo not drawn) | -2
N#Cc1ccc(NC(=O)c2noc3c2CCCCC3)cc1 | -5
CSc1ccc(C2C(C(=O)OC(C)C)=C(C)N=C3SCCC(=O)N32)cc1 (stereo not drawn) | -2
CCc1ccc(C(=O)Nc2nnn(CC)n2)cc1 | 1
O=C(CC1Nc2c3ccccc3nc(=S)n2C1=O)NCCc1c[nH]c2ccccc12 (stereo not drawn) | -48

Pulled by compound from the list above (seven):
canonical_smiles | 14-3-3g Raf
COc1cccc(CNC(=O)c2cc(=O)[nH]c3ccc(S(=O)(=O)N4CCCCC4)cc23)c1 | -1
COC(=O)C1=C(C)NC2=C(C(=O)c3ccccc32)C1c1cc(OC)c(OC)cc1Br (stereo not drawn) | -75
CCc1ccc(C(=O)Nc2nnn(CC)n2)cc1 | 1
N#Cc1ccc(NC(=O)c2noc3c2CCCCC3)cc1 | -5
O=C(CC1Nc2c3ccccc3nc(=S)n2C1=O)NCCc1c[nH]c2ccccc12 (stereo not drawn) | -48
C=CCOc1ccc2ccccc2c1CNc1ncn[nH]1 | -5
COc1ccc(C2CC(c3cc(OC)c(OC)c(OC)c3)n3ncnc3N2)cc1 (stereo not drawn) | -2

(list continues)
canonical_smiles | 14-3-3g Raf
COc1ccc(C(=O)NCc2nc3ccccc3n2Cc2ccccc2F)cc1OC | -1
CCOc1ccc(-c2nc3n(c(=O)c2C#N)CCCS3)cc1 | -16
CCOC(=O)N1CCC(NC(=O)C(C)n2c3ccccc3c3cnn(C)c(=O)c32)CC1 (stereo not drawn) | 3
CCn1c(C)[n+](CC(O)COc2cccc(OC)c2)c2ccccc21 (stereo not drawn) | -2
CCOC(=O)C1CCN(CCC(=O)Nc2cc(C)ccc2C)CC1 | -15
Cc1nc(N2CCOCC2)c2c(C)c(C(=O)Nc3ccc(C)c(Cl)c3)sc2n1 | -3
CC(=O)Nc1ccc(S(=O)(=O)N(CC2C(C)C=C(C)CC2C)C2CCCCC2)cc1 (stereo not drawn) | 4
COc1ccc(C(=O)Nc2ccc(-n3nncc3-c3ccc(OC)cc3)cc2)cc1 | -5
CC(C)N1C(=O)C(O)(CC(=O)c2cccs2)c2ccccc21 (stereo not drawn) | 1
COc1cc(C(c2sc3nc(C)nn3c2O)N2CCOCC2)cc(OC)c1OC (stereo not drawn) | 1
Cc1ccc(CCNS(=O)(=O)c2ccc3c(c2)CCN3C(=O)C2CC2)cc1 | 0
CC(C)C(=O)Nc1ccc(O)cc1C(=O)O | -2
Cc1c(C#N)c2ccccc2n1CC(=O)NCc1cccs1 | -4
Cc1ccc2cc3cc(C(=O)NCCN(C)Cc4ccccc4)sc3nc2c1 | -28
COc1ccc(CCn2c(C)c(C(C)=O)c3cc(OC(=O)c4ccccc4)ccc32)cc1OC | -2
CCOC(=O)C1=C(O)CSC1=Nc1cccc(Cl)c1 | -3
Cc1ccc(C(C)C)c(OCC(=O)Nc2ccc(C(=O)OC(C)C)cc2)c1 | -9

Screens (PubChem)
